Compound activity: PubChem BioAssay, National Center for Advancing Translational Sciences (NCATS)
ALDH1A1 inh: blocks purified human ALDH1A1 activity. P00352. Purified ALDH1A1, NADH fluorescence, propionaldehyde substrate. Potency, µM (highest dose often 75.3 µM), without a hit: at the top dose activity, negative = inhibition, actives largely listed as inhibitors. 7.3% of 220,000 active. AID 1030; active = well fitted inhibition curve with a large enough effect, not every such curve was filed as active; inconclusive = small, poorly fitted or top-dose-only effect, or another doubt; inactive = no such curve, though single readings can be large or run the other way;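 note: plate controls were no enzyme wells and a reference inhibitor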
Target sequence (P00352 whole entry, looked up): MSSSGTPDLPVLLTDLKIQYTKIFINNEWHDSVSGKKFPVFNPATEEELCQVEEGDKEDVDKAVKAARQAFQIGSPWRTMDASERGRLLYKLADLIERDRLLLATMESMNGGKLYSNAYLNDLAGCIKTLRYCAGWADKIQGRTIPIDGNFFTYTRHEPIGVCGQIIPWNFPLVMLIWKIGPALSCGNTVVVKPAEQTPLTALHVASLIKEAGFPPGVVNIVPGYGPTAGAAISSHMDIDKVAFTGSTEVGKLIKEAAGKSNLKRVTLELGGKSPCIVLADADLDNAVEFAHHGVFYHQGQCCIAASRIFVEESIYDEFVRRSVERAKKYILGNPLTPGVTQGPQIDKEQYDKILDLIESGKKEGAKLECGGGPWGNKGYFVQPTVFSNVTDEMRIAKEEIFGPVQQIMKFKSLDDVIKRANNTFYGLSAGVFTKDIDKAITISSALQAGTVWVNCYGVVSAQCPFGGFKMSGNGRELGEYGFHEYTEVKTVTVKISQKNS
SMN2 splice enh: enhancers of SMN2 splice variant expression. HEK293 SMN2-luciferase splicing reporter, luminescence, 30-36 h. Potency, µM (titrated, usually from 46.1 µM), inactives show at the highest dose activity change, positive = activation, hits mostly activators. 2.8% of 210,000 active. AID 1458; note: % of control where 0% means no effect; nearly all actives have a fitted effect of over 55% in size
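HEK293 cells carry an SMN2 […]–luciferase reporter in which exon 7 inclusion puts luciferase in frame. Cells were plated 10-12 h before compound addition, then incubated 30-36 h at 37C. ONE-Glo luminescence was read; sodium butyrate at 4.5 mM final served as control.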
TRb SRC2 PPI: disrupts binding of human TR beta to SRC2; P10828; TRbeta-SRC2 peptide binding, fluorescence polarization; receptor liganded with 1 µM T3; Potency, µM (doses to about 106 µM), for the others: at the highest dose activity change, negative = inhibition, usual class: inhibitors; 0.065% of 280,000 active; AID 1469;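 note: plate controls were bound peptide for no effect and peptide without receptor for full effect; nearly all actives have a fitted effect of over 50% in size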
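A fluorescence polarization screen tested compounds at multiple concentrations against complex formation between 0.6 uM TRb ligand-binding domain and 20 nM Texas Red SRC2 peptide, with 1 uM T3 present; readout after 5 hr.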
TR SRC2 fluor cs: Texas Red fluorescence interference in TRb-SRC2 counter-screen. TRb/SRC2 Texas Red total fluorescence interference. Potency, µM (doses to about 106 µM), for the others: at the top dose fluorescence change, negative = quenching. 0.29% of 280,000 active. AID 1479; active = well fitted curve in either direction with a large enough effect; inconclusive = small, poorly fitted or top-dose-only effect; note: % is set by controls: 0 for no effect and ±100 for the full control effect
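Flags fluorescent or light-absorbing compounds by total fluorescence, S + 2P, at 555 nm excitation and 632 nm emission. Mixture: 20 nM Texas Red SRC2 peptide, 0.6 uM human TRb LBD, 1 uM T3, 5% DMSO; compound exposure 5 h at ambient temperature.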
LMNA splice mod: modulators of lamin A splicing | HeLa LMNA splicing GFP/RFP minigene ratio, 48 h | Potency, µM (titrated, usually from 46.1 µM), for the others: at the top dose ratio change, negative = inhibition, most hits filed as inhibitors | 0.01% of 200,000 active; active = well fitted inhibition curve with a large enough effect in the signal ratio, with a control signal flat, not every such curve was filed as active; inconclusive = small, poorly fitted or top-dose-only effect, or effect the other way, or a change in a side signal; the % refers to the signal ratio; note: % is set by controls: 0 for no effect and ±100 for the full control effect
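Read-out is the ratio of GFP to DsRed2 object intensity, acquired by 488 nm laser-scanning cytometry on HeLa lamin A-EGFP minigene reporter cells. Compound incubation 48 hrs at 37 °C in Opti-MEM with 2% FBS; DMSO 0.5% final.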
RGS12 GoLoco inh: blocks human Gai1 binding to RGS12 GoLoco peptide, red readout | Gai1:RGS12 GoLoco peptide FP, rhodamine, 10 min | Potency, µM (doses to about 61.6 µM), without a hit: top-dose activity, negative = inhibition, usual class: inhibitors | 0.44% of 230,000 active; active = well fitted inhibition curve with a large enough effect, not every such curve was filed as active; inactive = no such curve, though single readings can be large or run the other way; note: % is set by controls: 0 for no effect and ±100 for the full control effect; nearly all actives have a fitted effect of over 30% in size; many of its hits are not listed in these tables
Target sequence (P63096 whole entry, looked up): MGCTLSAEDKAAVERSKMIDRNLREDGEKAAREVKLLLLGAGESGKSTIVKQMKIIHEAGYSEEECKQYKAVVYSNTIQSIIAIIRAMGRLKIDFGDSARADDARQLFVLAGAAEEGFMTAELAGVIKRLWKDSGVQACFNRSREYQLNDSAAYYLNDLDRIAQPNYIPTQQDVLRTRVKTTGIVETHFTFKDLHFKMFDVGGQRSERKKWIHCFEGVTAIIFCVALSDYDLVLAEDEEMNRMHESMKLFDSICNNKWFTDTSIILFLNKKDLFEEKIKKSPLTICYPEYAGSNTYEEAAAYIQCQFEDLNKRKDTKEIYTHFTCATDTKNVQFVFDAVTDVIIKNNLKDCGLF
KDM4E inh: JMJD2E (human) inhibition; Potency, µM (series often up to 57.1 µM), for the others: at the top dose activity change, negative = inhibition, hits mostly inhibitors; 1.6% of 230,000 active; JMJD2E catalytic domain, FDH-coupled NADH fluorescence (FDH is formaldehyde dehydrogenase); B2RXH2; active = well fitted inhibition curve with a large enough effect, not every such curve was filed as active; inconclusive = small, poorly fitted or top-dose-only effect, or another doubt; inactive = no such curve, though single readings can be large or run the other way;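 note: 0% = wells with enzyme and -100% = buffer wells without enzyme; nearly all actives have a fitted effect of over 50% in size; many of its hits are not listed in these tables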
RECQ1 helicase: inhibitors of human RECQ1 DNA helicase; P46063; RECQ1 DNA unwinding, red fluorescence kinetic read; Potency, µM (series often up to 57.3 µM), for the others: at the top dose activity, negative = inhibition, most hits filed as inhibitors; 0.54% of 240,000 active; AID 2549;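 note: plate controls were vehicle for no effect and no enzyme for full effect; nearly all actives have a fitted effect of over 30% in size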
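50 nM RECQ1T1 preincubated 15 min with compound in Tris pH 8.0 buffer with MgCl2, DTT, Tween-20 and 2.5 ug/ml poly(dI-dC); started with 200 nM TAMRA/BHQ-2 forked duplex and 2 mM ATP. Unwinding read as fluorescence (525/598 nm), two reads 2 h apart.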
The depositor's hits bear a star; i = inactive; ? = inconclusive; · = no result given; & = joins results of further samples; ! = repeats disagree; [ ] = dose if it differs, or a comment. Unless noted, calls come from the whole dose curve; as a rule, active = well fitted curve in the direction sought with a large enough effect; inconclusive = small, poorly fitted or top-dose-only effect, or another doubt; inactive = no such curve, though single readings can be large; an effect the other way counts as inactive or inconclusive. Potency is the fitted concentration of half-maximal effect. These rows are one share of the data; rates above refer to the full screens.

SMILES,ALDH1A1 inh,SMN2 splice enh,TRb SRC2 PPI,TR SRC2 fluor cs,LMNA splice mod,RGS12 GoLoco inh,KDM4E inh,RECQ1 helicase
CCN(CCNC(=O)C1CCN(S(=O)(=O)c2cccc3nsnc23)CC1)c1ccccc1,-8%,-35%[inhibitor],-1%,-1%,2%,2%,1%,-7%
CCC(=S)/C=C1\Sc2ccccc2N1CCCS(=O)(=O)O,-5%,-6%,-20%,-3%,14%,4%,?,i
C[C@H]1C[C@H]2[C@@H]3CCC4=CC(=O)C=C[C@]4(C)[C@@]3(Cl)[C@@H](O)C[C@]2(C)[C@@]1(O)C(=O)CO,-4%,-29%,-3%,1%,?,12%,6%,5%
CN(C(=O)C1CCN(S(=O)(=O)c2cccs2)CC1)c1ccccc1,-6%,26%,2%,-3%,?,-4%,-5%,-3%
O=C1NC(=S)N/C1=C\c1cccc([N+](=O)[O-])c1,?,-19%,5%,0%,-2%,8%,3%,-15%
CSc1nnc2c3ccccc3n(CCc3ccccc3)c2n1,8.9µM*,4µM*,0%,-1%,?,-7%,-15%,i
COC(=O)N1CC(C)N(C(=O)OC)CC1C (configuration not stated),2%,12%,0%,0%,4%,-5%,1%,1%
CCOC(=O)/C(=N\Nc1ccc(C(C)=O)cc1)c1csc(Nc2ccccc2)n1,-5%,-22%,-2%,-4%,?,-3%,-5%,10%
CCn1nnc(NC(=O)c2ccc([N+](=O)[O-])o2)n1,0%,?,-7%,3%,·,-1%,-11%,i
Fc1ccc(N2CCN(Cc3cnc(Cl)s3)CC2)cc1,9%,-4%,-2%,-5%,7%[46 µM],6%,6%,i
CCCSc1nnc(Sc2nnnn2-c2ccccc2)s1,11µM*,?,-1%,-6%,?,-8%,-2%,i
COc1ccccc1N/C(=N/c1nc(C)cc(C)n1)NC(C)=O,0%,-9%,3%,-3%,-8%,6%,2%,i
CCCCC(=O)N1CCCC(c2nc(-c3cccc(OC)c3)no2)C1 (configuration not stated),4%,·,3%,-3%,2%[46 µM],5%,-4%,-5%
CN1CCN(S(=O)(=O)c2ccc(-c3ccccc3)cc2)CC1,-1%,?,-5%,-3%,-3%,4%,13%,-3%
NC(=S)Nc1ccc(Oc2ccc(NC(N)=S)cc2)cc1,28µM*,-13%,-8%,-1%,-3%,-14%,-5%,-11%
N=C1C(=O)OCC1c1ccccc1NC(=O)c1ccccc1 (configuration not stated),-14%,0%,2%,-2%,-10%,-2%,-1%,-1%
COc1cc(NC(=O)Nc2ccc(C)cc2)cc([N+](=O)[O-])c1,-3%,-70%[inhibitor],7%,-3%,?,-8%,2%,-2%
O=C(NCCC1=CCCCC1)C1CCN(S(=O)(=O)c2cccs2)CC1,13µM*,-18%,-3%,-1%,18%,7%,-1%,1%
COc1ccc(-n2cc(CN(C)CCO)c(-c3cccc(F)c3)n2)cc1,-6%,·,-8%[53 µM],-2%[53 µM],·,19%,5%,-13%
Cc1ccc(NS(=O)(=O)c2cc(N)ccc2Cl)c(C)c1,·,·,-1%,-3%,·,2%,3%,i
Cc1nc(SCC(=O)NCC2CCCO2)c2oc3ccccc3c2n1 (configuration not stated),-7%,-9%,7%,-2%,-9%,-1%,-4%,-5%
O=C(Nn1cnnc1)c1cc2cc(Br)ccc2oc1=O,-8%,?,-8%,0%,-20%,12%,?,i
O=C/C(=C\Nc1ccc(S(=O)(=O)CCO)cc1)c1nc2cc(Cl)ccc2o1,-10%,7%,-1%,-4%,·,28%,?,-7%
O=C(COc1ccccc1[N+](=O)[O-])N/N=C/C=C/c1ccco1,?,8%,-3%,0%,10%,5%,-7%,-22%
OCCN(CCO)c1ccc(C(c2ccc(Cl)cc2)c2ccc(N(CCO)CCO)cc2Cl)c(Cl)c1,1%,?,16%,0%,?,2%,3%,11%
O=c1c(CCc2ccccc2)nc2cnc(N3CCOCC3)nc2n1CCc1ccccc1,?,·,·,·,14%,16%,·,-6%
CC(C)(C)c1onc(OCP(=O)(O)O)c1CC(N)C(=O)O (configuration not stated),-14%,5%,1%,-4%,-13%,17%,4%,-8%
Cc1ccc(CN2CCN(C(=O)C3CCCO3)CC2)cc1 (configuration not stated),1%,-2%,-13%,-3%,-3%,-1%,-1%,0%
CC(=O)C1=C(N2CCCCC2)CCC1=O,-11%,?,13%,2%,16%,4%,-6%,-2%
CN(C)/C=N/c1nc2nccc(-c3cccnc3)n2n1,?,15%,2%,-1%,8%[46 µM],-5%,?,-10%
CC1=C(C)CC(C(=O)NCc2ccc3c(c2)OCO3)C(C(=O)O)C1 (configuration not stated),2%,-13%,3%,-1%,6%,-1%,3%,-13%
Oc1cccc(/C=N/N2CCN(C3c4ccccc4-c4ccccc43)CC2)c1,-3%,·,-7%,-1%,·,-2%,-6%,-4%
Nc1ccc(S(=O)(=O)Nc2nc(-c3ccccc3)cc(-c3ccccc3)n2)cc1,·,·,-10%,4%,·,15%,-10%,i
O=C(CCNS(=O)(=O)c1ccc(Br)s1)NC1CCCC1,0%,-15%,-11%,2%,5%,4%,7%,i
COc1ccc(C)cc1NC(=O)CN(c1ccccc1)S(C)(=O)=O,-7%,0%,-24%,-1%,9%,1%,3%,-3%
COc1ccc(-c2nc(CS(=O)CC(=O)N3CCc4ccccc4C3)c(C)o2)cc1 (configuration not stated),25µM*,12%,-2%,-5%,-11%,8%,?,-5%
CCC(CO)Nc1ncc([N+](=O)[O-])cc1C#N (configuration not stated),12%,0%,6%,7%,-9%,5%,0%,-6%
COc1ccc(-n2c(CCc3ccccc3)n[nH]c2=S)cc1,-15%,-4%,2%,-2%,-14%[46 µM],7%,-8%,7%
Cc1cccc(CNc2ncnc3ccc(-c4ccoc4)cc23)c1,?,-13%,6%,-6%,?,12%,?,-21%
COc1cccc(-n2nnc3c(=O)n(CC(=O)NCC4CCCO4)cnc32)c1 (configuration not stated),-7%,?,-3%,0%,-9%,5%,-20%,-19%
CCOC(=O)C(Sc1nnc(-c2ccncc2)o1)C(C)=O (configuration not stated),2%,-9%,-6%,-1%,-3%,-12%,-14%,-4%
CC(=O)Nc1ccc(S(=O)(=O)NCCCN2CCN(Cc3ccccc3)CC2)cc1Cl,·,·,4%,-2%,·,1%,1%,-14%
O=c1oc2ccccc2c(Nc2cccc(O)c2)c1[N+](=O)[O-],-15%,3%,7%,-5%,-12%,2%,4%,-8%
O=c1[nH]cnc2c1ncn2Cc1ccc([N+](=O)[O-])cc1,10%,·,-2%,-3%,?,6%,8%,-9%
CC(/C=N/Nc1nncc(=O)[nH]1)=C\c1ccccc1,-4%,26%,0%,-2%,-2%,13%,-1%,-3%
COC(=O)C1CCCN1C(=O)c1cccs1 (configuration not stated),0%,?,0%,0%,-4%,10%,-3%,0%
O=C(Nc1ccc(F)cc1)c1nc[nH]c1C(=O)Nc1ccc([N+](=O)[O-])cc1,5%,8%,-2%,-2%,?,6%,-6%,-5%
NCCC[C@@H](CC(=O)N[C@@H]1CCCC[C@H]1C(=O)N[C@H](CC(=O)N[C@@H](CCC(=O)O)CC(=O)O)Cc1c[nH]c2ccccc12)NC(=O)C[C@H](Cc1c[nH]c2ccccc12)NC(=O)[C@@H]1CNCC[C@H]1N,-5%,9%,-1%,-1%,·,-1%,-23%,0%
CCCN1CCN(CCCNC(=O)c2cc3c(=O)[nH]c4ccc(C)cc4c3s2)CC1,·,·,-2%,-1%,·,25%,?,-1%
Nc1nc(N)c2nc(-c3ccccc3)c(N)nc2n1,?,-7%,-10%,-4%,?,-1%,?,-15%
O=C(CCCc1ccccc1)Nc1nncs1,-5%,-1%,-10%,-3%,-16%,-1%,10%,-1%
CC(Oc1ccccc1)C(=O)Nc1nnc(C2CCCCC2)s1 (configuration not stated),-12%,·,-1%,0%,-3%[46 µM],1%,-3%,-7%
O=S(=O)(c1ccc(-c2ccon2)s1)N1CCCC1,·,·,-3%,-4%,·,-2%,2%,i
O=c1cc(-c2ccccc2)oc2cc(O)c(O)c(O)c12,15µM*!,?,?,45µM*![quencher],·,-4%&-2%&-2%,13µM*,28µM*
Cn1c(C(=O)NCc2cccs2)cc2oc3ccccc3c21,-8%,4.5µM*,5%,-5%,-16%,8%,?,-16%
O=C(Nc1cccnc1)c1cc2nc(C3CC3)cc(C(F)(F)F)n2n1,13%,26%,0%,-2%,?,5%,-17%,0%
CC1(C)CC(=O)C(N=Nc2ccc(S(=O)(=O)N3CCCCCC3)cc2)=C(O)C1,2.5µM*,4%,-6%,-5%,?,-19%,8%,i
Cc1[nH]c(=S)[nH]c(=O)c1CCOc1ccccc1,?,14%,-10%,-1%,?,2%,-6%,-15%
Cc1ccc(NC(=O)c2cc(-c3ccccc3)nn2-c2ccccc2)c(Br)c1,?,-55%[inhibitor],2%,0%,?,-2%,?,1%
Cc1ccc(Cn2ccnc2C(=O)Nc2ccccc2)cc1,-7%,16µM*,-7%,-1%,3%[9.22 µM],5%,-2%,-5%
CCOC(=O)c1ccc(N=C2S/C(=C\c3cc(C)n(-c4cccnc4)c3C)C(=O)N2C)cc1,?,10%,3%,-2%,12%,2%,?,-4%
CC1CN(C(=O)/C(C#N)=C2\N=C(NC(=O)c3ccccc3Cl)c3ccccc32)CC(C)O1 (configuration not stated),?,?,0%,-6%,4%,79%[activator],3%,7%
